Screening results deposited in PubChem BioAssay by several laboratories.
SRC1 inh – SRC1 coactivator transcriptional activity inhibitors, primary screen, cell-based, luminescence; Nuclear receptor coactivator 1 (Homo sapiens), Q15788; HEK293 GAL4-SRC1 luciferase reporter; inhibition, % at 3.6 µM; 360,000 compounds, 0.12% hits;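 active = inhibition above the campaign mean plus 3 SD, with each screening campaign given its own cutoff, cut at about 60% in these data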;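 also: 0% = DMSO treated cells and 100% = gossypol at 36 µM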
EBV LMP1 NFkB – EBV LMP1-driven NF-kappaB luciferase reporter inhibitors, primary screen, cell-based, luminescence, single point. inhibition, % at 12.5 µM. 350,000 compounds, 0.69% hits. LMP1-induced NF-kappaB luciferase reporter cells. AID 504558, 2011; in the data active = inhibition above about 41%; inconclusive = no clear call, values can overlap the other calls;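 also: 0% = neutral control wells and 100% = reference inhibitor control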
NCOA2 inhibitor – inhibition of GAL4-SRC2 driven luciferase reporter, primary screen, SRC2 inhibitor project, cell-based, luminescence. HEK293 GAL4-SRC2 luciferase reporter. 370,000 compounds, 0.17% hits. inhibition, % at 9 µM. AID 651957, 2012;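 active = inhibition above the mean inhibition of all tested compounds plus 3 SD, set per campaign, cut at about 52% in these data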;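 also: 0% = DMSO treated cells and 100% = cells given Gossypol at 36 µM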
NR2F2 inh – NR2F2 transcriptional activity inhibitors, primary screen, cell-based, luciferase reporter, HEK293T, luminescence | inhibition, % at 8.6 µM | HEK293T NGFI-A luciferase reporter | 370,000 compounds, 0.7% hits | COUP transcription factor 2 (Homo sapiens), P24468;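 active = inhibition above a per-plate cutoff, mean inhibition of test wells between control levels plus 3 SD, cut at about 38% in these data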;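 also: cells cotransfected with COUP-TFII expression vector driving the NGFI-A reporter; 0% = median of COUP-TF2 test wells and 100% = reporter-only cells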
TROY signal inh – inhibitors of TROY-driven NF-kB signaling, primary screen, Q293 LMP1-TROYcd cells, NF-kB luciferase, uHTS | inhibition, % at 10 µM | 360,000 compounds, 0.98% hits | Q293 LMP1-TROYcd NF-kB luciferase reporter, 4 h;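 active = compounds whose plate-normalised and pattern-corrected inhibition of the luciferase reporter signal at the single screening dose is 50% or more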
NOD2-RIPK2 inh – NOD2-RIPK2 binding disruptors in cells, primary screen, fluorescence, CHO cells, BLA complementation; inhibition, % at 4.98 µM; CCF4 ratio; Receptor-interacting serine/threonine-protein kinase 2 (Homo sapiens), O43353; 360,000 compounds, 0.38% hits; in the data active = inhibition above about 21%;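 also: 0% = vehicle only and 100% = reference blocker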
Vif inh – HIV Vif self-association inhibitors, primary screen, imaging, HEK293T, single point. HEK293T cells, Vif self-association by quenched fluorescence, 24 h. inhibition, % at 7.49 µM. 340,000 compounds, 0.35% hits. AID 602346, 2012; in the data active = inhibition above about 50%, passing the limit was not always enough; inconclusive = no clear call, values can overlap the other calls; inactive = below about 31%; also: some results filed as inactive read as strong as hits
TLR9-MyD88 inh – inhibitors of TLR9-MyD88 association in cells, primary screen, cell-based, CHO, BLA complementation, fluorescence | Toll-like receptor 9 (Homo sapiens) + Myeloid differentiation primary response protein … | CCF4 FRET ratio | inhibition, % at 4.98 µM | 340,000 compounds, 0.21% hits;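 active = inhibition above the mean over all tested compounds plus 3 SD, cut at about 21% in these data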;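 also: 0% = DMSO only wells and 100% = clavulanate BLA inhibitor control wells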
NR5A2 inv ag – LRH-1 (NR5A2) inverse agonists, primary screen, cell-based, luminescence, HEK293T, StAR-luciferase reporter. Nuclear receptor subfamily 5 group A member 2 (Homo sapiens), O00482. LRH-1 transfected, 24 h. 360,000 compounds, 0.13% hits. inhibition, % at 3.6 µM;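 active = inhibition above the mean inhibition of all tested compounds plus 3 SD, cut at about 73% in these data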;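 also: 0% = DMSO wells and 100% = reporter-only cells lacking LRH-1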
C8 TRAIL sens – viability loss with TRAIL in NB7+C8 cells, primary screen, TRAIL sensitizer project, cell-based, ATPlite luminescence; inhibition (viability loss, TRAIL sensitization), % at 10 µM; 360,000 compounds, 1% hits; AID 624354, 2012;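 active = compounds causing at least 50% loss of cell viability in the single-dose screen, relative to plate controls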
SRC3 inh – SRC3 coactivator transcriptional activity inhibitors, primary screen, cell-based, luminescence; Nuclear receptor coactivator 3 (Homo sapiens), Q9Y6Q9; HEK293 GAL4-SRC3 luciferase reporter; inhibition, % at 3.6 µM; 360,000 compounds, 0.17% hits; AID 588352, 2011;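 active = inhibition above a per-campaign cutoff, the mean of all compounds plus 3 SD, cut at about 60% in these data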;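 also: 0% = DMSO-treated cells and 100% = gossypol-treated cells at 36 µM; higher means less SRC3-driven luciferase light from the GAL4 reporter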
* = called active by the depositor; ? = inconclusive; / = no result given.

SMILES	SRC1 inh	EBV LMP1 NFkB	NCOA2 inhibitor	NR2F2 inh	TROY signal inh	NOD2-RIPK2 inh	Vif inh	TLR9-MyD88 inh	NR5A2 inv ag	C8 TRAIL sens	SRC3 inh
CCOC(=O)c1nnn(CC(=O)Nc2cccc(Cl)c2C)c1C(=O)OCC	3	2	0	7	-25	13	6	-7	19	5	7
CC(C)Cn1c(N)c(C(=O)CSc2nc3ccccc3n2C)c(=O)n(C)c1=O	-8	-1	-28	-23	-5	-16	-7	-5	2	-15	8
C=CCOc1ccc(/C=C2\N=C(C)OC2=O)cc1OC	-5	-25	-2	16	-6	-8	-3	-6	3	-9	16
O=C(C1=C[C@H](c2ccc(C(F)(F)F)cc2)C[C@H](OCCCCO)O1)N1CCN(Cc2ccccc2)CC1	8	10	-9	-15	-7	5	-2	-1	18	-7	0
Cc1cc(C(=O)CSc2nc(N)cc(=O)[nH]2)c(C)n1CCc1ccc(F)cc1	3	9	18	30	-1	-9	2	6	20	22	5
CCOC(=O)N1CCN(C(=O)CSCc2ccc(Cl)cc2)CC1	-13	-10	-19	2	-9	-12	-9	3	-17	-4	-3
CCC(=O)N1CCc2cc(S(=O)(=O)NC(C(=O)N3CCc4ccccc4C3)C(C)C)ccc21 (stereo not drawn)	-2	-5	-7	5	0	7	6	-12	8	-6	-3
CC(C)(C)[C@@H]1COC(=O)[C@@H](NC(=O)OCC2c3ccccc3-c3ccccc32)C/C=C\C[C@@H](CC(=O)NCCO)C(=O)N1	8	-6	3	14	-14	-6	-4	6	10	0	5
COC(=O)[C@H](C)NC(=O)Nc1ccccc1C(F)(F)F	0	-12	6	-13	-16	7	-3	-3	-11	7	29
Cc1ccc(NC(=S)NCCc2ccccc2)c(C)c1	3	4	8	-4	7	1	-3	0	-18	10	17
CC1(C)Cc2c(c(N3CCOCC3)nc3sc4c(NCC5CCCO5)nnnc4c23)CS1 (stereo not drawn)	0	-5	0	-10	-20	3	0	-14	-5	3	3
C=CCNC(=O)COc1ccc(S(=O)(=O)N2CCCC2)cc1	-26	7	15	6	5	-15	12	-2	-2	-3	1
COc1ccccc1S(=O)(=O)N(C)C[C@@H]1OCc2cn(nn2)CCCC(=O)N([C@H](C)CO)C[C@H]1C	-34	-2	10	-8	-3	-7	-3	-5	-13	-21	-20
C[C@@H]1CN([C@H](C)CO)C(=O)CCCn2nncc2CO[C@H]1CN(C)Cc1cccc(C(=O)O)c1	10	-3	-29	9	-5	6	/	2	6	18	-3
CCn1c(SCC(=O)NCC2CCCO2)nnc1-c1ccc(S(=O)(=O)N2CCN(C)CC2)cc1 (stereo not drawn)	-4	3	-2	-20	-1	-2	-1	-14	-7	-2	5
Cc1nonc1NC(=O)CSc1nc2c(C)cccc2cc1C#N	-19	-1	-22	-2	-23	-1	-6	3	-43	-3	-10
COc1cc(C(=O)OCC(=O)c2cc(C)n(CC3CCCO3)c2C)cc(OC)c1C (stereo not drawn)	-3	1	-24	-3	-5	-13	-6	-9	-2	7	-10
C=CCn1cc(C(=O)OC)c(=O)c2cc(S(=O)(=O)N3CCC(C)CC3)ccc21	-32	-19	-13	-7	9	0	20	0	-19	12	1
CCc1sc(C(=O)N2CCN(S(C)(=O)=O)CC2)cc1Br	6	5	/	/	9	-5	-8	-13	14	-19	17
COc1ccc(CN=Cc2[nH]c3ccc(Br)c(Cl)c3c2O)cc1	-6	-7	8	14	-6	-9	-1	0	7	-8	-10
N#Cc1cccc(NC(=O)c2cc(C3CCCCN3C(=O)C3CC3)on2)c1 (stereo not drawn)	16	/	17	-9	2	-13	-1	/	3	2	2
Cc1ccccc1Nc1nc(N)nc(COC(=O)c2cccn2C)n1	-100	-40	-41	-49	-35	5	-7	-5	-176	1	-76
Cc1ccc(N2C(N)=C(C#N)C3(C(=O)N(C)c4ccccc43)C3=C2CC(C)(C)CC3=O)cc1Cl (stereo not drawn)	34	20	-18	14	-1	-12	1	-3	19	1	21
O=C(Cc1csc(Nc2nc(=S)[nH]c3ccccc23)n1)NCCCN1CCN(c2ccccc2F)CC1	-19	-31	-9	11	25	47*	25	20	15	7	-3
Cc1cc(C)cc(NC(=O)C(Nc2ccccc2)c2ccccc2)c1 (stereo not drawn)	-3	-2	12	7	-18	-7	2	5	-2	6	0
CC(=O)Nc1ccccc1OCC(=O)NCCC1=CCCCC1	-3	3	-11	1	11	5	-2	3	-1	0	21
COCCNC(=O)CCCn1c(=O)c2cc(OC)c(OC)cc2n(CC(=O)c2cccc(OC)c2)c1=O	3	-3	-16	1	9	-15	1	-5	6	7	8
O=C1C=C(Nc2cccc3cccnc23)c2ccccc2C1=O	-3	3	-18	18	3	3	-5	-9	20	-14	-3
CCCCn1nc2cc(C(=O)NCc3ccc(OC(F)(F)F)cc3)ccc2c1OC	-12	12	-17	0	4	-3	-1	-4	2	10	1
CC[C@@]1(O)C(=O)OCc2c1cc1n(c2=O)Cc2cc3c(N)cccc3nc2-1	58	83*	47	12	63*	-1	?	1	91*	15	73*
Cc1ccc(S(=O)(=O)NC2=C(N3CCN(Cc4ccccc4)CC3)C(=O)c3ccccc3C2=O)cc1	-3	-32	-2	7	10	-3	-6	-19	-13	10	-7
CC(C)Cc1nnc(NC(=O)CCC(=O)N2CCN(S(=O)(=O)c3ccccc3)CC2)s1	5	-3	9	6	2	-14	-7	-10	5	3	19
O=C(CNS(=O)(=O)c1ccccc1F)NNC(=O)c1ccc(Br)cc1	-13	4	-15	21	0	4	9	-1	3	-5	10
Cc1ccc(/C(=N\S(=O)(=O)c2ccc(Br)cc2)Nc2ccccc2C)cc1	0	-4	-10	21	-18	-7	1	-3	-2	-10	-3
Cn1nnnc1SCCNCc1cccnc1	-15	-4	-6	8	3	2	0	-18	-3	-3	7
O=C(CCN1C(=O)[C@H]2CC=CC[C@H]2C1=O)NCc1nc(-c2ccccc2)no1	6	6	0	-11	-25	6	2	-6	3	-1	10
COc1ccc(-c2cc3nc(-c4ccccc4)cc(N4CCN(C(=O)c5ccccc5)CC4)n3n2)cc1	-9	11	5	15	9	-8	1	9	-5	31	9
O=C(C1=C(O)C(=O)N(CCN2CCOCC2)C1c1ccc(F)cc1)c1cccs1 (stereo not drawn)	12	2	2	-1	-13	3	13	9	-3	10	9
Cc1cc(=O)oc2cc(OCC(=O)NCCN3CCOCC3)ccc12	7	3	3	-9	-2	0	15	2	12	-4	7
COc1ccc(NC(=O)CSc2nnc(-c3cccs3)n2-c2ccccc2)cc1	-4	9	-8	2	-27	1	-3	6	-7	20	14
C=CCSc1nnc(N2C(=O)C(O)=C(C(=O)c3ccco3)C2c2ccc(F)cc2)s1 (stereo not drawn)	-1	-2	6	0	-4	-1	1	20	-12	-22	13
Cc1csc(NC(=O)CSc2nnc(-c3ccc(S(=O)(=O)N4CCCC4)cc3)o2)n1	6	-7	/	/	3	4	-1	1	14	-6	12
CC(c1ccco1)N(C(=O)c1ccccc1NS(=O)(=O)c1ccc(Cl)c([N+](=O)[O-])c1)c1ccccn1 (stereo not drawn)	-9	4	-12	-5	71*	13	-7	-6	14	-9	21
Cn1c(N)c(C(=O)COC(=O)COc2cc(Cl)c(Cl)cc2Cl)c(=O)n(C)c1=O	-8	-11	-24	11	11	-5	15	-18	-26	12	-4
Cc1cccc2cc(C3CC(c4ccco4)=NN3C(=O)CCC(=O)O)c(Cl)nc12 (stereo not drawn)	4	-10	-7	8	15	-6	-2	2	5	-6	7
O=C(C[C@@H]1C/C=C\C[C@H](Cc2ccc(F)cc2)C(=O)OC[C@@H]2CCCN2C1=O)N[C@H](CO)Cc1ccccc1	-3	-2	-2	8	11	3	7	-3	8	-2	-11
CCOC(=O)CSc1nnc(CNc2ccccc2Cl)n1-c1ccccc1	-4	6	19	3	-3	6	-4	0	1	-8	0
O=C(CN1CCN(S(=O)(=O)c2ccc(F)c(Cl)c2)CC1)N1CCc2ccccc21	15	0	22	17	-7	-5	-8	-9	2	0	9
O=c1[nH]c2ccccc2nc1/C=C/c1ccc(F)cc1	-82	-21	-83	-28	-12	-4	0	2	-91	53*	-78
COc1cc(/C=C/C(=O)OCC(=O)NC(=O)NC(C)(C)C)cc(OC)c1OC	3	2	-14	-13	1	-6	13	0	13	-2	6
COC(=O)[C@]1(C)N[C@H](CN(C)C(=O)Nc2ccc(F)cc2)[C@@H]2C(=O)N(C)C(=O)[C@@H]21	-11	7	16	3	-5	3	16	-8	-5	-9	6
O=C(NCCc1c[nH]c2ccccc12)C(=O)NCC(c1cccnc1)N1CCN(c2ccccc2)CC1 (stereo not drawn)	16	9	28	67*	25	9	-15	3	28	13	21
CC(C)Cc1ccc(C(C)NC(=O)c2ccc(=O)[nH]c2)cc1 (stereo not drawn)	18	9	16	0	-3	0	2	-9	16	-1	22
CCC(NS(=O)(=O)c1ccc(C)cc1)C(=O)Nc1ccc(NC(C)=O)cc1 (stereo not drawn)	12	1	-9	17	-3	-11	-4	2	16	-9	7
CC(C)(C)[C@H]1CCC(=O)N([C@H](CC#N)Cc2ccccc2)CC1	-8	-4	-18	10	2	6	-5	-6	1	-1	-3
COc1ccc(-c2c([C@H]3[C@H]4C=CC[C@@H](C)[C@@H]4C(=O)N3Cc3ccccc3)ccc3ccccc23)cc1	-1	15	-2	12	16	-11	7	-4	-4	23	-2
COc1ccc2cc(S(=O)(=O)Nc3ccccn3)ccc2c1	-16	-7	-11	3	-11	-6	-2	-7	6	-8	12
CCCCNC(=O)COC(=O)CNC(=O)c1cc(Cl)cc([N+](=O)[O-])c1	10	0	-14	10	5	1	5	4	9	-3	14
O=C(N/C(=C\c1ccco1)C(=O)N1CCCCC1)c1ccc([N+](=O)[O-])cc1	-1	2	-14	9	11	-11	-6	5	4	4	18
Cn1c(Cc2nc(-c3cnccn3)no2)nnc1SCC(=O)Nc1ccccc1	2	1	-17	2	-29	0	-11	-12	-3	14	10
COC(=O)C1CCN(C(=O)Cn2nnc(-c3ccccc3)n2)CC1	-1	-5	13	4	-21	-3	7	-4	2	-14	-9

This is a subset; the hit share may differ from the screen's.
